# TCR-CD3 inh – blocks the human TCR-CD3 interaction | AID 651800 | TAMRA-labeled TCR probe fluorescence, biochemical | inhibition, % at 9.4 µM | 0.37% of 360,000 active; in the data active = inhibition above about 19%;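 note: recombinant mutant TCR 2C K166C tagged with TAMRA read by polarization; 0% = receptor in buffer alone and 100% = receptor with positive control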
# HTRA1 inhibitor – inhibitors of human serine peptidase HTRA1. recombinant HTRA1, FP-rhodamine activity-based probe, fluorescence polarization. inhibition, % at 5.96 µM. 0.5% of 340,000 active. AID 504803; in the data active = inhibition above about 36%;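 note: 0% = enzyme with DMSO and 100% = wells lacking enzyme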
# Target sequence (Q92743 whole entry, looked up): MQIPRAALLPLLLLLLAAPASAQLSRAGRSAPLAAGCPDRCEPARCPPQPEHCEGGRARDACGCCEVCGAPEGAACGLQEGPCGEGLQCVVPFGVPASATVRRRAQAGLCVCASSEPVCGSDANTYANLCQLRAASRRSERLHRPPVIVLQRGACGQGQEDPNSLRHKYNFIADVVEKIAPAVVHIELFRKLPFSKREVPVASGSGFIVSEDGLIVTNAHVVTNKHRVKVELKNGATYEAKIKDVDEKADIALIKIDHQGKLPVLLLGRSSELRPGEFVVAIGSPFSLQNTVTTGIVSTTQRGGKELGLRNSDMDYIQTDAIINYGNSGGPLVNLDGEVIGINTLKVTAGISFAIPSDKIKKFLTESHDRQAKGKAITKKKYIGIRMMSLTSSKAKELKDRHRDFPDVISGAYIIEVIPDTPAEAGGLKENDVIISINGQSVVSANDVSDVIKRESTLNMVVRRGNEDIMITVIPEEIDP
# Rev-erbA mod – modulators of human Rev-erb alpha DNA binding; P20393; Rev-erbα–FITC-DNA binding, fluorescence polarization, 90 min; 0.79% of 370,000 active; activity, % at 10 µM; AID 1259318;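 active = activity above about 14%, limit read from the data; passing the limit was not always enough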;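 note: 0% = DMSO wells with 35 nM protein and 100% = DMSO wells with 750 nM protein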
# PRMT1 FP inh – blocks human protein arginine methyltransferase 1; Q99873; recombinant PRMT1, activity-based probe fluorescence polarization; inhibition, % at 2.79 µM; 1.3% of 370,000 active; AID 652257;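 active = inhibition above about 21% made by adding two undisclosed values, limit read from the data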
# Target sequence (Q99873 whole entry, looked up): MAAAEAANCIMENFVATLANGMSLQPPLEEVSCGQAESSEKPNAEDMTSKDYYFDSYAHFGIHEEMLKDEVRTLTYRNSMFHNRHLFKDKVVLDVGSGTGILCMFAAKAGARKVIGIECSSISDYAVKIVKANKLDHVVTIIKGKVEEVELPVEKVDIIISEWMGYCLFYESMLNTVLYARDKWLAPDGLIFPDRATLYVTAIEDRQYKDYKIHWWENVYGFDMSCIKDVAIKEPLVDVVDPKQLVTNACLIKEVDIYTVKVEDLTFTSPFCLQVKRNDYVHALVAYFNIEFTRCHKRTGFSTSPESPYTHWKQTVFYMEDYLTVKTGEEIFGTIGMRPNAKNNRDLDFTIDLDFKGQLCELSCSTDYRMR
# UHRF1 MBD2 ctr – blocks human UHRF1 binding to methylated DNA; 0.75% of 370,000 active; UHRF1 binding to methylated oligo, TR-FRET; inhibition, % at 4.4 µM; in the data active = inhibition above about 21%;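 note: UHRF1 SRA domain binding a hemimethylated CpG hairpin DNA probe; 0% = median of test compound wells and 100% = reference inhibitor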
# PG9 Ab binder – binds the HIV-1 gp120 antibody PG9. TR-FRET gp120-PG9 antibody binding. inhibition, % at 6.7 µM. 0.43% of 360,000 active. AID 624416; in the data active = inhibition above about 8.5%
# LEDGF integ inh – blocks HIV-1 LEDGF/p75-dependent DNA integration; TR-FRET IN-LEDGF/p75 DNA integration, Eu/Cy5; inhibition, % at 3.7 µM; 0.64% of 370,000 active;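 active = inhibition above the screen-wide mean plus 3 SD, cut at about 13% in these data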;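 note: signal is the Cy5 over europium emission ratio at 671 and 618 nm; 0% = plate median of compound wells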
# ABHD4 inh – inhibits mouse alpha/beta hydrolase domain 4; 0.54% of 370,000 active; inhibition, % at 8.92 µM; purified mABHD4, FP-Rh probe fluorescence polarization; Q8VD66;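 active = inhibition exceeding the mean over every tested compound plus 3 SD, cut at about 30% in these data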;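 note: 0% = plate median of compound wells and 100% = S159A mutant with DMSO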
#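 Assay system: mouse ABHD4 enzyme, wild type / Also added: fluorescent activity-based probe FP-Rh / Doses: single nominal dose of 8.92 µM, 0.89% DMSO final / Timing: 45 min compound pre-incubation plus 60 min probe step, 25 °C / Signal: FP readout, ex 525 nm / em 598 nm / Control set: S159A mutant/DMSO as 100%, compound-well median as 0%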
# MBD2 DNA inh – blocks human MBD2 binding to methylated DNA; Q9UBB5; inhibition, % at 4.4 µM; TR-FRET, MBD2 binding to methylated oligonucleotide; 0.31% of 370,000 active; in the data active = inhibition above about 13%
# rCAG binder – r(CAG) repeat RNA binding. TO-PRO-1 dye displacement fluorescence. inhibition, % at 3 µM. 1.3% of 370,000 active;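 active = inhibition above the plate cutoff, the mean of all test compounds on that plate plus 3 SD, cut at about 35% in these data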;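 note: 0% = DMSO alone and 100% = 100 µM mitoxantrone as full dye displacement; higher means more dye released from RNA so lower well fluorescence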
# * = called active by the depositor; · = no result given.
SMILES,TCR-CD3 inh,HTRA1 inhibitor,Rev-erbA mod,PRMT1 FP inh,UHRF1 MBD2 ctr,PG9 Ab binder,LEDGF integ inh,ABHD4 inh,MBD2 DNA inh,rCAG binder
CCOc1ccccc1N(C(=O)CNC(=O)c1ccco1)C(C(=O)NC1CCCC1)c1cccnc1 (stereo unspecified),3,1,-2,-3,-2,0.1,-3,-7,-1,-7
Cc1cc2ncn(C(=O)N3CCCCC3)c2cc1C,-2,1,-3,0,0,0.9,1,3,7,-4
O=S(=O)(NCc1ccc(F)cc1)c1ccc(Br)cc1Br,-2,-16,-2,0,1,-0.5,-1,-9,0,-1
COc1ccc(CN(CC(=O)NCc2ccc3c(c2)OCO3)C(=O)c2csnn2)cc1,-2,0,0,-5,0,2.8,2,4,2,1
CC(C)(CSc1ccccn1)NS(=O)(=O)c1ccc(Cl)cc1,3,-7,5,-3,1,0.2,1,-2,-1,0
Cc1ccc(CNC(=O)C2CC=CCC2C(=O)O)cc1 (stereo unspecified),5,3,-6,-4,2,-2.2,5,-8,-2,-1
CCc1cc2c(=O)[nH]cnc2s1,-3,6,1,1,3,-0.9,3,-8,2,-2
Cc1cccc([C@@H]2[C@@H]3C(=O)N(Cc4ccccc4)C(=O)[C@@H]3[C@]3(Cc4ccc(Cl)cc4)C(=O)N(c4ccccc4)C(=O)N23)c1,1,-14,3,-1,-4,-0.6,-2,-8,0,14
c1ccc(-n2nnnc2NC2CCCCC2)cc1,-2,-3,-6,-5,-1,-0.2,3,13,-3,0
CCC1Sc2ccc(S(=O)(=O)Nc3ccc(OC)cc3)cc2NC1=O (stereo unspecified),1,-9,-2,5,6,-1.0,-2,-12,10,7

# 5 entries already listed, sorted by their value in MBD2 DNA inh, lowest first.
Structure	MBD2 DNA inh
c1ccc(-n2nnnc2NC2CCCCC2)cc1	-3
Cc1ccc(CNC(=O)C2CC=CCC2C(=O)O)cc1 (stereo unspecified)	-2
CC(C)(CSc1ccccn1)NS(=O)(=O)c1ccc(Cl)cc1	-1
CCc1cc2c(=O)[nH]cnc2s1	2
CCC1Sc2ccc(S(=O)(=O)Nc3ccc(OC)cc3)cc2NC1=O (stereo unspecified)	10

# Additional records follow:
SMILES,TCR-CD3 inh,HTRA1 inhibitor,Rev-erbA mod,PRMT1 FP inh,UHRF1 MBD2 ctr,PG9 Ab binder,LEDGF integ inh,ABHD4 inh,MBD2 DNA inh,rCAG binder
O=C(NCc1ccccc1)c1nc[nH]c1C(=O)NCc1ccccc1,-1,-11,4,-2,1,0.4,-1,-15,-1,-6
CCN(CC(=O)NCc1cccs1)C(=O)c1cccc(S(=O)(=O)Nc2cccc(C)c2)c1,2,-1,-5,-6,13,-0.8,1,-3,8,3
O=c1oc(-c2cccc(Cl)c2)nc2c1cnn2-c1ccccc1,-2,10,0,-2,0,1.3,-2,5,5,-2
CC(=O)OCc1ccc(C2=CC(=O)CC(C)(C)C2=O)cc1,9,1,-11,5,16,-1.6,5,-13,10,2
N#C/C(=C\c1ccc(-c2cccc([N+](=O)[O-])c2)o1)C(=O)NCCN1CCOCC1,8,-13,-4,1,0,-9.2,8,-4,1,2
COc1ccccc1NC(=O)Cn1nnc2sc3c(c2c1=O)CC(C)(C)OC3,-10,·,2,6,1,0.1,-4,4,-2,1
Fc1ccccc1N1CCN(C2CCCN(Cc3cccc(C(F)(F)F)c3)C2)CC1 (stereo unspecified),10,-2,2,-2,-1,-0.1,0,6,1,-8
CC(=O)Nc1c([N+](=O)[O-])cc2[nH]c(=O)[nH]c2c1[N+](=O)[O-],-7,-1,5,-3,-1,-2.1,5,1,-12,0
CC(C)(C)c1ccc(C(=O)NCC(=O)OCC(=O)Nc2nc(-c3ccc(F)cc3)cs2)cc1,5,2,4,-4,5,0.1,0,-8,4,5
Cc1ccccc1OCC(=O)OCC(=O)NCc1ccccc1,-1,5,6,-2,-1,-1.8,6,0,-8,-1
O=C(Cc1noc2ccccc12)Nc1ccccn1,13,0,-6,1,-3,-1.8,0,1,-1,1
O=C1CC(c2ccco2)CC(O)=C1C=Nc1ccccc1-c1ccccc1 (stereo unspecified),-2,-7,-4,-4,-1,-1.0,2,0,5,-6
CCc1cccc(NC(=O)c2sc3nc4n(c(=O)c3c2C)CCC4)c1,-3,-10,-5,1,0,-1.1,-2,-9,2,-1
COC(=O)c1nnc(-c2ccccc2)nc1OC,3,-2,-1,4,0,-0.3,3,-1,2,-1
Fc1cccc(Cc2c(C3CCCCC3)nc3ccc(Br)cn23)c1,7,·,-5,1,6,0.7,0,-25,4,23
COc1ccc(/C=C(/NC(=O)c2ccco2)C(=O)N2CCCC2=O)cc1,-1,-4,1,-1,3,-1.4,2,-2,1,1
COc1ccccc1N1CCN(S(=O)(=O)CCNC(=O)C(C)Oc2ccccc2)CC1 (stereo unspecified),0,7,3,-2,2,0.1,0,4,-3,0
CC(Sc1ccccn1)C(=O)Nc1ccc2c(c1)OCCO2 (stereo unspecified),-7,6,-5,-1,0,0.4,-2,-4,-3,4
CC(=O)N1CCc2cc(S(=O)(=O)NCCCOC(C)C)ccc21,0,0,-5,1,4,1.0,-3,-5,-4,-1
Cc1ccc(C(=O)N/C(=C\c2cccs2)C(=O)NCC2CCCO2)cc1C (stereo unspecified),3,-3,-2,-4,-2,-3.2,0,5,1,-4
O=C(Cn1cc(COc2c(F)c(F)cc(F)c2F)nn1)c1ccc(O)cc1,-3,2,0,8,20,-1.1,7,3,11,3
COc1ccccc1CO/N=C/NC(=O)c1c(OC)ccnc1Oc1ccc(F)cc1,4,-14,-2,-2,-1,0.6,-2,-3,3,-4
COc1ccc(CNC(=O)C2C3C=CC4(CN(Cc5cccnc5)C(=O)C24)O3)cc1 (stereo unspecified),-3,-2,8,2,0,1.2,-1,7,5,-4
C=CCn1c(NCc2ccco2)nc2ccccc21,-2,0,5,-4,3,-0.1,-2,-1,0,4
CC1CCCCC1NC(=O)COc1ccccc1C#N (stereo unspecified),10,4,-4,0,0,0.2,-3,3,-3,5
O=C(COc1ccc2c(c1)OCO2)Nc1nccs1,15,12,1,0,-1,-0.5,0,0,-1,4
O=C(Nc1cnc2ccccc2c1)c1cccc(-n2cnnn2)c1,-1,-14,-5,0,-2,1.7,-1,-5,2,8
O=C(O)/C=C/C(=O)NNC(=O)c1ccccc1Br,6,1,2,6,2,2.7,2,-7,8,-1
Cc1ccc(N(CC(=O)NCC2CCCO2)C(=O)CCC(=O)Nc2nccs2)cc1C (stereo unspecified),7,2,-1,-1,-1,-0.1,-2,3,-1,-8
Cc1ccc(S(=O)(=O)NCC(=O)N2CCN(c3ccccn3)CC2)cc1,4,4,-2,-1,1,-2.4,1,-1,-4,-4

# Reformatted: results already given.
Compound: Cc1ccc(CNC(=O)C2CC=CCC2C(=O)O)cc1 (stereo unspecified)
  TCR-CD3 inh = 5 | HTRA1 inhibitor = 3 | Rev-erbA mod = -6 | PRMT1 FP inh = -4 | UHRF1 MBD2 ctr = 2 | PG9 Ab binder = -2.2 | LEDGF integ inh = 5 | ABHD4 inh = -8 | MBD2 DNA inh = -2 | rCAG binder = -1

Compound: CC1CCCCC1NC(=O)COc1ccccc1C#N (stereo unspecified)
  TCR-CD3 inh = 10 | HTRA1 inhibitor = 4 | Rev-erbA mod = -4 | PRMT1 FP inh = 0 | UHRF1 MBD2 ctr = 0 | PG9 Ab binder = 0.2 | LEDGF integ inh = -3 | ABHD4 inh = 3 | MBD2 DNA inh = -3 | rCAG binder = 5

# The list goes on:
SMILES,TCR-CD3 inh,HTRA1 inhibitor,Rev-erbA mod,PRMT1 FP inh,UHRF1 MBD2 ctr,PG9 Ab binder,LEDGF integ inh,ABHD4 inh,MBD2 DNA inh,rCAG binder
O=C(NC1CCCCC1)c1[nH]c(C(F)(F)F)nc1-c1ccccc1,-1,·,0,-4,2,1.1,6,-15,-5,2
CCN(CC)c1ccc(C(=O)Nc2cccc(F)c2)cc1,2,-19,-2,0,1,0.0,1,-3,-1,2
Cc1ccc2c(C)nc(SC(C(=O)c3ccccc3)c3ccccc3)nc2c1 (stereo unspecified),-5,1,4,-2,0,-1.5,0,0,2,4
Cc1ccc(-c2csc(NC(=O)c3ccc(C)o3)n2)cc1,4,-40,-4,0,1,-2.5,-1,-20,-2,4
CSc1nc2c(c(=O)n1-c1ccc(F)cc1)SCC2,0,3,0,-1,-3,1.1,-1,0,-1,-3
OC(Cn1cncn1)c1ccc(Cl)cc1 (stereo unspecified),5,0,4,1,1,-2.8,1,2,-2,-2
O=C(N/N=C1\CCCc2ccccc21)c1ccc([N+](=O)[O-])cc1,-3,10,3,-2,-3,2.0,-1,8,0,3
CCn1c2ccccc2c2cc(NC(=O)COC(=O)c3ccc(O)cc3)ccc21,6,-6,4,-2,-3,-0.1,4,-5,-2,25
CCC(CC)C(=O)Nc1ccccc1NC(C)=O,2,1,3,0,-1,-2.0,2,-1,-4,0
O=C(Nc1ccc(Nc2cccnc2)cc1)c1c[nH]c2ccccc12,0,·,3,8,-1,-3.5,8,42*,2,11
Cc1ccc(Nc2nc(NCCO)nc3c2cnn3C)cc1Cl,-13,-9,-3,5,2,1.4,3,-19,7,11
Cc1ccc(S(=O)(=O)N2CCOCC2)cc1NC(=O)COC(=O)COc1cccc2c1OC(C)(C)C2,0,-2,-1,6,1,-0.4,0,6,0,-3
Cc1cc(C(=O)N2CCCC(Nc3ccc(C)c(C)c3)C2)nc(C)n1 (stereo unspecified),9,1,-3,3,-2,0.8,-1,5,-3,2
COc1cc2ccccc2cc1C(=O)Nc1ccc(NC(=O)c2cccs2)cc1,6,-39,-5,-5,-2,-4.4,0,-36,1,6
NC1=NC(=O)C(=Cc2ccccc2)S1,0,3,4,4,-3,1.0,2,7,-5,3
O=C(N1CCOCC1)C1(S(=O)(=O)c2ccccc2)CC=CC1,2,-3,-1,-3,-4,-5.2,2,4,-7,-1
CCCCc1nc2ccccc2c(NC(=O)CN2CCCC2)c1CCC,-7,-1,-1,2,7,-0.3,6,8,-1,-6
N/C(=N\OC(=O)COc1ccc(Cl)cc1)c1cccnc1,-7,-4,5,-1,3,-2.1,-3,-4,-1,-6
CCOc1cccc(C(=O)N(Cc2ccco2)C2CCS(=O)(=O)C2)c1 (stereo unspecified),1,-7,-2,4,-1,-0.9,2,6,2,5
CCCCc1ccc(S(=O)(=O)NCCCN2CCCC2=O)cc1,4,-3,0,-3,1,-1.8,-1,3,-5,-6
O=C(c1ccccc1)N1CCN(c2ncnc3c(-c4ccccc4)nsc23)CC1,-1,11,8,-1,1,1.6,-1,-3,3,-3
CC(C)(C)NC(=O)C(c1ccc(-c2ccccc2)cc1)n1c(=O)c(-c2ccccc2)nc2ccccc21 (stereo unspecified),4,·,-10,0,-1,-2.9,-1,-13,1,9
CCOc1ccc(N2C(=O)CC(SC(=NC)Nc3ccc(F)cc3)C2=O)cc1 (stereo unspecified),15,-10,2,0,-2,0.3,0,-13,0,1
Cn1c(Cc2ccccc2)[n+](C)c2ccccc21,-2,1,-3,-3,12,2.2,2,0,-2,-2
C[C@@H]1[C@H]2[C@@H]3CC[C@@H](C3)[C@H]2CN[C@H]1c1cn(Cc2ccccc2)c2ccccc12,0,-8,-4,-3,4,-0.2,3,17,-1,10
CN1CCN(C(=O)c2cc3cc(F)ccc3[nH]2)CC1,6,0,3,-2,0,-1.1,-1,0,5,3
CCCC(=O)OC12CCCN(C1)/C(=C/c1cccc(OC)c1)C2 (stereo unspecified),·,·,5,-5,3,·,1,1,-4,-4
CCC(NC(=O)c1ccc2c(ccn2Cc2cccc(-c3ccc(C(=O)O)cc3)c2)c1)c1ccccc1 (stereo unspecified),·,·,0,11,5,·,3,-157,3,77*
CSc1ccc(S(=O)(=O)Nc2ccc(N3CCOCC3)c(Cl)c2)cc1,2,-6,0,-1,0,-0.9,3,0,4,11

# Only part of the results is shown; the hit share may differ from the screen's.
